IMP-1 inh = blocks Pseudomonas aeruginosa IMP-1 metallo-beta-lactamase; 290,000 tested, 0.45% active; purified IMP-1, nitrocefin hydrolysis, epi-absorbance fluorescence; inhibition, % at 5.6 µM; AID 1556;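 active means inhibition above the mean plus 3 SD of all compounds in the same screening run, cut at about 4.5% in these data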;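 further: 0% = IMP-1 with DMSO and 100% = DMSO wells lacking enzyme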
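assay system = purified recombinant IMP-1 metallo-beta-lactamase enzyme | schedule = 15 min preincubation plus 25 min reaction at 25 °C | signal = Epi-absorbance fluorescence, 480 nm excitation, 530 nm emission | read-out basis = percent inhibition from optical density relative to buffer-blank wells | controls = IMP-1 with DMSO as 0%, enzyme-free DMSO as 100%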
VIM-2 inhibitor = blocks Pseudomonas aeruginosa VIM-2 metallo-beta-lactamase. purified VIM-2, nitrocefin hydrolysis, epi-absorbance fluorescence. inhibition, % at 5.6 µM. 290,000 tested, 0.89% active;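 active means inhibition above the mean of all tested compounds plus 3 SD, cutoff set per screening run, cut at about 7.5% in these data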;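 further: red hydrolysis product quenches plate fluorescence so inhibitors raise well fluorescence; 0% = enzyme with DMSO and 100% = DMSO without enzyme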
HCV NS3 hel inh = inhibitors of Hepatitis C virus NS3 helicase | 290,000 tested, 0.56% active | NS3 helicase DNA unwinding, Cy5 molecular beacon fluorescence | inhibition, % at 10.9 µM | AID 1800;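 active means inhibition above the mean of all tested compounds plus 3 SD, set per campaign, cut at about 35% in these data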;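 further: 0% = DMSO wells and 100% = thioflavine S control wells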
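Material: hepatitis C virus NS3 helicase domain fragment enzyme; measured by: Cy5 fluorescence, 0 and 60 min reads; control set: DMSO and thioflavine S; incubation: 60 min unwinding reaction at 25 °C after ATP addition; read-out basis: % inhibition from 60/0 min fluorescence ratio, DMSO 0%, thioflavine S 100%; repeats: singlicate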
UBC9 SUMO inh = SUMOylation inhibition; 290,000 tested, 0.36% active; AID 2006; HTRF SUMOylation assay, SAE1/SAE2 + UBC9, in vitro; inhibition, % at 35 µM; in the data active means inhibition above about 50%, passing the limit was not always enough; further: strong numbers were not always called active
Target sequence (P63279 whole entry, looked up): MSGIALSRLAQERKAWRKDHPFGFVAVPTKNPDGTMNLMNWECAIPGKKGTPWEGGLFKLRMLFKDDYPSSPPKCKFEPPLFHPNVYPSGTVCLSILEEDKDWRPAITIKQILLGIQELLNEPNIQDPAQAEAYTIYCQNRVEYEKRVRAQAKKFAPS
M18AAP inhibitor = PfM18AAP enzyme inhibition; AID 1822; recombinant PfM18AAP, H-Glu-NHMec fluorogenic cleavage; inhibition, % at 7.35 µM; 290,000 tested, 1.2% active;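 active means inhibition above the campaign mean inhibition over all tested compounds plus 3 SD, cut at about 28% in these data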;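 further: 0% = plate median of test compound wells and 100% = 2 mM ZnCl2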
NALP1 inh = inhibitors of NALP1 inflammasome in yeast. inhibition, % at 10 µM. 280,000 tested, 0.61% active. S. cerevisiae NALP1/ASC/caspase-1 growth, X-gal OD620, 72 h; in the data active means inhibition mostly above about 24%, no sharp cut-off; inactive means mostly below about 32%; further: some compounds called inactive have numbers as strong as hits
FID counter = fluorescent intercalator displacement, NS3 helicase counter-screen. DNA fluorescent intercalator displacement, fluorescence. inhibition, % at 7.9 µM. 290,000 tested, 0.17% active; in the data active means inhibition above about 37%;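 further: 0% = vehicle and 100% = reference compound; higher means more ethidium bromide displaced from hairpin DNA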
MEKK2 WT-MEK5 = raises or lowers MEK5 binding to wildtype human MEKK2 PB1 domain. binding response (% of control), % at 10 µM. 290,000 tested, 1.1% active. Q9Y2U5. AID 1531. bead flow cytometry, Alexa488-MEK5 binding to MEKK2 WT; actives lie on both sides; in the data active means binding response below about 67% or above about 130%
MEKK2mut PB1 HTS = signal of MEK5 binding to mutant human MEKK2 PB1 domain; bead flow cytometry, Alexa488-MEK5 binding to MEKK2 mutant; percent response, % at 10 µM; 290,000 tested, 0.35% active; in the data active means percent response above about 24%, passing the limit was not always enough; further: inactives centre near 1; some results filed as inactive read as strong as hits
* marks the source's active call; other numbers are inactive results; nt = no result given. Hits appear at their usual frequency; overall some 4.7% were active at least once.

Results follow in this order: HCV NS3 hel inh	UBC9 SUMO inh	M18AAP inhibitor	VIM-2 inhibitor	NALP1 inh	FID counter	MEKK2 WT-MEK5	MEKK2mut PB1 HTS	IMP-1 inh
COc1ccc(/C(O)=C/Sc2nnc(Cc3ccccc3)o2)cc1
    2	2	-2	-1.1	16	-5	nt	nt	-6.0
CCc1nnc(NC(=O)CSc2nnc(-c3cc4ccccc4cc3O)n2CCOC)s1
    1	-4	-5	0.4	4	-30	99	0	-3.1
CCN(CC)c1ccc(NC(=O)Nc2cccc(C(C)=O)c2)cc1
    5	-7	6	-1.5	nt	-6	100	4	-2.2
CCOc1ccc(NC(=O)c2cc3ccccc3cc2OC)cc1
    -3	7	-3	-2.9	4	-18	104	2	-4.8
COC(=O)c1cn(C(=O)c2ccc(C)cc2)c2ccccc12
    3	-1	-8	-2.8	19	0	89	-8	-3.2
O=C(NC1CCCCC1)c1ccc(N2CCCC2=O)cc1
    0	-19	1	-1.5	1	-6	111	3	-3.2
Cc1ccc2cc3c(nc2c1)N(Cc1ccco1)CC3
    0	-15	9	-3.1	11	-2	101	6	-2.1
CCOc1ccc(NC(=O)C2CCCN(S(=O)(=O)c3c(C)nn(C)c3C)C2)cc1 (stereo not drawn)
    5	-12	-1	-1.0	24	-25	99	1	-2.9
CCOC(=O)N1CCC(NC(=O)CSCc2nc(-c3ccc(C)cc3)oc2C)CC1
    -2	nt	-15	-1.7	9	-55	99	1	-1.9
CCNCc1ccc(OCc2cccs2)c(OCC)c1
    11	7	0	-2.6	14	9	100	4	-2.0
COCCNC(=O)CN1c2ccccc2CC1C (stereo not drawn)
    5	26	10	-0.6	-4	-9	107	2	-2.0
CC(C)(Oc1ccc(-c2ccco2)cc1)C(=O)O
    41*	23	-6	-0.4	-9	-25	108	19	-0.1
CCc1ccc(S(=O)(=O)NCCc2cn3ccccc3n2)s1
    -3	-4	-2	-2.5	-4	6	99	-3	-1.0
Cc1cccc(NC(=O)CSc2nccn2Cc2ccco2)c1
    8	-8	-5	-1.8	9	-14	101	-2	-1.8
CC(NC(=O)CCNS(=O)(=O)c1ccccc1)c1ccccc1 (stereo not drawn)
    8	4	3	1.1	22	-9	99	2	0.8
O=C(CN1CCN(Cc2ccccc2)CC1)N/N=C/C=C/c1ccco1
    -2	3	6	-4.7	9	-4	116	38	-1.6
COc1ccc(NC(=O)Cn2c3ccccc3c3nc4n(c(=O)c32)CCS4)cc1
    -8	4	-3	2.0	12	6	100	-1	-1.4
COCC(C)N1CCC(n2nccc2NC(=O)c2ccccc2Cl)CC1 (stereo not drawn)
    5	5	2	-0.6	12	3	104	3	-2.2
CC(C)(C)C(C(=O)O)N1CCS(=O)(=O)CC1 (stereo not drawn)
    1	1	0	-4.0	-3	4	100	-1	-3.4
O=C(N/C=C/c1ccccc1)Nc1ccc(Cl)cc1
    1	36	3	0.1	16	7	106	8	0.1
Cc1cc(OC(C)C(=O)N/N=C/CC(C)c2ccccc2)ccc1Cl (stereo not drawn)
    -1	-1	2	-6.1	-6	-10	112	3	-2.3
O=C(Nc1ccc2c(c1)OCCO2)C1CCCN(c2ncccn2)C1 (stereo not drawn)
    0	21	1	-3.4	4	-7	98	0	-3.7
Cc1cccc(NC(=O)CSc2nc3nc(C)cc(C)n3n2)c1
    -15	2	0	-0.6	-1	-11	97	0	-3.5
COc1ccccc1NS(=O)(=O)c1cccc(NC(=O)Nc2ccc(Cl)cc2)c1
    3	-27	-9	-2.2	-1	2	147*	15	-1.9
O=C(Oc1c(-c2ccccc2)c(=O)n2c3c(cccc13)CC2)c1ccc(Cl)cc1
    12	-13	6	-2.0	5	-10	94	-10	-1.2
O=C(NC(=S)NNS(=O)(=O)c1ccc(Cl)cc1)c1cccnc1
    -30	-30	17	-2.6	23	-1	105	5	-1.5
Nc1ccccc1C(=O)N1CCC(O)(c2ccc(Cl)cc2)CC1
    -12	0	-7	1.6	1	-24	115	1	1.5
CCN1CCN(C(=S)Nc2ccsc2C(=O)OC)CC1
    -8	12	-9	-2.0	29	-2	97	-3	-3.6
Cc1cnc(C(=O)OCC(=O)NC2CCCC(C)C2C)cn1 (stereo not drawn)
    17	12	0	-1.9	0	-2	90	-9	0.6
CC(C)NC(=S)N1CCN(S(C)(=O)=O)CC1
    15	6	-9	0.4	22	4	97	9	2.5
O=C(Nc1ccccc1)Nc1cccc(-c2nnco2)c1
    1	-3	-2	-2.8	4	-6	115	11	-4.1
O=C(CCCc1ccccc1)NC1CCSC1=O (stereo not drawn)
    4	-24	5	-4.1	2	-2	100	5	-1.4
CCOc1cc(C2/C(=C(\O)c3cc(C)ccc3C)C(=O)C(=O)N2CCN(C)C)ccc1O (stereo not drawn)
    3	-4	12	0.5	40*	-6	105	4	-1.6
Cc1ccc(S(=O)(=O)Nc2nc(C)c(C(=O)NNS(=O)(=O)c3ccccc3)s2)cc1
    3	12	17	0.3	0	-28	93	-12	-2.5
COCCNC(=O)CN(Cc1ccccc1)C(=O)CCC(=O)Nc1nccs1
    1	-19	-1	-3.4	1	-5	98	-3	-1.8
COC(=O)c1sc(-c2ccc(C(C)(C)C)cc2)cc1NC(=O)c1ccccc1C(=O)O
    0	22	3	-2.7	nt	-23	95	-8	-2.8
COC(=O)C1=C(C)C(c2ccc(OC)cc2OC)NC(=O)N1 (stereo not drawn)
    5	20	0	-5.3	-2	-2	111	12	-2.4
C=CCN(C(=O)c1cccc(C(F)(F)F)c1)C1(C(=O)Nc2ccccc2)CCN(C(C)C)CC1
    -2	-2	-7	-3.5	8	10	nt	nt	-1.7
Cc1ccc(NC(=S)/C(=C(\[O-])c2ccc(C)c([N+](=O)[O-])c2)[n+]2ccccc2)cc1C
    -3	-6	-4	-2.9	3	3	101	-2	-3.1
NS(=O)(=O)c1ccc(NC(=O)COC(=O)Cc2ccc(Cl)cc2)cc1
    -1	34	-14	-0.8	20	0	92	-3	-0.7
CCc1cccc(CC)c1NC(=O)CSc1nnc(C2CC2)n1C
    8	-7	-3	-1.1	21	-13	106	-2	-3.7
CCC1CCCCN1C(=O)c1noc(C(C)C)c1[N+](=O)[O-] (stereo not drawn)
    -2	8	6	-0.6	34	-3	103	-1	-2.8
O=c1[nH]c(NCCO)nc2c1C1(CCCC1)Cc1ccccc1-2
    0	37	2	-2.0	6	-18	93	0	-2.1
COc1cccc(NC(=O)C/C(C)=N/NC(=O)c2ccccc2Cl)c1
    10	-5	0	-0.4	nt	-7	100	5	0.2
CC(=O)N1CCC(N(CCN2CCOCC2)C(=S)Nc2ccc(C)cc2C)CC1
    8	-14	2	-3.6	2	-9	100	-5	0.4
N#CCCN1CCN(S(=O)(=O)c2ccc(C#N)cc2)CC1
    1	17	1	-4.8	-6	-4	111	14	-2.1
COc1ccccc1OCC(=O)Nc1ccc(C(N)=O)cc1
    5	21	-7	-1.3	-12	-1	103	2	0.9
Cc1cc(NNC(=O)Nc2cccc(Cl)c2)nc2c1c(C)nn2C
    -12	-6	39*	-0.4	nt	-23	92	-17	-1.4
Cc1cc(=O)oc2cc(OC(C)C(=O)N3CCOCC3)ccc12 (stereo not drawn)
    0	-4	-1	-1.8	39	-9	97	-3	-1.8
CCOC(=O)CSc1ncccn1
    -12	-8	-5	-2.3	3	-1	101	4	-1.4
O=C(CN1CCN(C(=O)C2CCCO2)CC1)Nc1cc(Cl)ccc1Cl (stereo not drawn)
    5	13	-1	-2.7	16	-29	109	7	-1.7
CN1CCN(C(=O)c2ccc3c(c2)N(Cc2cccc(Cl)c2)C(=O)c2ccccc2S3(=O)=O)CC1
    -23	-3	0	-2.5	2	10	105	3	-2.6
O=C(/C=C/c1ccc(OCCCF)cc1)NCc1cccc(Cl)c1
    -5	-8	2	-5.2	6	-14	105	12	-2.4
NC(=O)CN1CCOCCOCCOCCOCCOCC1
    6	-11	1	-5.2	10	0	79	-8	-1.3
C=CCn1c(=O)c2ccccc2n2c(SCC(=O)NCC)nnc12
    3	11	2	-0.4	6	-8	108	8	-2.9
c1ccc(-n2nnc3ccccc32)cc1
    3	8	8	0.2	12	-2	99	4	-2.9
COc1cc(OC)cc(C(=O)Nc2ccccc2C(=O)N2CCCC2)c1
    2	15	-9	-2.7	4	-12	82	-7	-3.1
COCCCNC(=S)NC(=O)c1ccccc1
    -2	-9	0	-0.9	13	0	102	-1	-1.6
COc1ccc(CCNc2c([N+](=O)[O-])ncn2C)cc1OC
    4	-7	-2	-0.6	nt	-1	104	-4	-2.0
CCOc1ccc(-n2c(Cc3cc(=O)[nH]c(=O)[nH]3)nnc2SCc2cccnc2)cc1
    10	-3	5	-1.7	4	-18	nt	nt	-3.1

Next part.
Results follow in this order: HCV NS3 hel inh	UBC9 SUMO inh	M18AAP inhibitor	VIM-2 inhibitor	NALP1 inh	FID counter	MEKK2 WT-MEK5	MEKK2mut PB1 HTS	IMP-1 inh
COc1ccc(OC)c2[nH]c(=O)c(CCNC(=O)c3cc4ccccc4o3)cc12
    0	22	6	1.8	nt	-33	106	7	-2.1
S=c1[nH]nc(-c2ccncc2)n1/N=C/C(Cl)=C\c1ccccc1
    10	11	9	4.1	-1	-12	98	-3	-3.6
O=C(NCc1ccco1)c1ccc(=O)oc1
    1	13	3	-3.1	7	0	106	5	-3.0
Cc1ccc(NC(=O)CN2CCc3cc4c(cc3C2)OCCCO4)cc1
    -12	5	7	-3.8	5	-20	102	1	-2.7
CN=C1S/C(=C\c2ccc(SC)cc2)C(=O)N1C
    -3	7	-2	-0.1	12	-9	97	-7	-1.3
Cc1nnc(NC(=O)Oc2ccccc2)s1
    4	21	-11	0.3	12	-2	99	-2	-2.0
CCOC(=O)C1CCCN(S(=O)(=O)c2cccs2)C1 (stereo not drawn)
    1	-10	-8	-6.0	17	2	114	7	-7.5
Cc1cccc(N(C(=O)CNC(=O)c2cccs2)C(C(=O)NC2CCCC2)c2cccnc2)c1 (stereo not drawn)
    1	13	1	-4.8	-3	-22	91	-8	-2.2
CNC(=O)N(O)C1N(NC(=O)Nc2ccccc2)C(=S)SC1(C)C (stereo not drawn)
    8	nt	-1	-2.3	nt	1	nt	nt	-4.6
Cc1ccc(NC(=O)CN2C(=O)S/C(=C/c3ccc(O)c([N+](=O)[O-])c3)C2=O)cc1C
    30	nt	0	-5.5	1	30	88	-12	2.7
COc1ccc(CCCNC(=O)C2CCC(=O)N(CCc3cccc(F)c3)C2)cc1 (stereo not drawn)
    4	7	2	-2.9	5	-42	106	9	-1.3

A different layout for 2 compounds above:
SMILES | HCV NS3 hel inh | UBC9 SUMO inh | M18AAP inhibitor | VIM-2 inhibitor | NALP1 inh | FID counter | MEKK2 WT-MEK5 | MEKK2mut PB1 HTS | IMP-1 inh
CCOC(=O)C1CCCN(S(=O)(=O)c2cccs2)C1 (stereo not drawn) | 1 | -10 | -8 | -6.0 | 17 | 2 | 114 | 7 | -7.5
Cc1cccc(N(C(=O)CNC(=O)c2cccs2)C(C(=O)NC2CCCC2)c2cccnc2)c1 (stereo not drawn) | 1 | 13 | 1 | -4.8 | -3 | -22 | 91 | -8 | -2.2

Assay outcomes: PubChem BioAssay, several laboratories
